Pol beta inh: qHTS Assay for Inhibitors of DNA Polymerase Beta. Pol beta primer extension/strand displacement, fluorescence kinetic. Potency, µM (highest dose often 114 µM), for the others: at the top dose activity change, negative = inhibition, usual class: inhibitors. 340,000 compounds, 1.3% hits; also: potency is read from the fitted curve at half-maximal effect; % is scaled to controls: 0 for no effect and ±100 for the full control effect
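Curves were derived by four-parameter Hill fits of normalized qHTS data. The kinetic fluorescent primer-extension read was taken at 0 and 10 min after 50 nM substrate, following a 15 min room-temperature preincubation of 10 nM enzyme with compounds.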
APEX1 inh: qHTS Assay for Inhibitors of the Human Apurinic/apyrimidinic Endonuclease 1 (APE1). recombinant APE1, TAMRA/BHQ-2 abasic DNA cleavage fluorescence. Potency, µM (top dose mostly 65.8 µM), without a hit: at the top dose activity change, negative = inhibition, actives largely listed as inhibitors. AID 2517, 2012. 350,000 compounds, 0.35% hits. DNA repair nuclease/redox regulator APEX1 (Homo sapiens), P27695;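 also: potency is read from the fitted curve at half-maximal effect; plate controls were vehicle for no effect and reference inhibitor for full effect; nearly all actives have a fitted effect of over 55% in size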
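Kinetic fluorescence read (525 ex/598 em nm, three reads 60 s apart) of AP-site incision; signal = third minus first read. Enzyme 0.75 nM, dual-labelled THF duplex 50 nM, compound preincubation 15 min RT.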
BLM helicase inh: qHTS Assay for Inhibitors of Bloom's syndrome helicase (BLM); RecQ-like DNA helicase BLM (Homo sapiens), P54132; recombinant BLM DNA unwinding, fluorescence dequenching; Potency, µM (top dose mostly 56.1 µM), inactives show top-dose activity change, negative = inhibition, hits mostly inhibitors; 350,000 compounds, 0.2% hits; AID 2528, 2010;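 also: potency is read from the fitted curve at half-maximal effect; plate controls were vehicle for no effect and no enzyme for full effect; nearly all actives have a fitted effect of over 35% in size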
RXFP1 antag: qHTS Assay for Antagonists of the Relaxin Receptor RXFP1. Relaxin receptor 1 (Homo sapiens), Q9HBX9. HEK293-RXFP1, relaxin-stimulated cAMP HTRF, 30 min; hits give low values. activity change, negative = inhibition, % at 57.5 µM. 350,000 compounds, 0.59% hits;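 active = activity change of -60% or lower, but not beyond a set lower limit; inconclusive = change between -60% and -40%, or beyond the set limit; inactive = change above -40%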; also: % is scaled to controls: 0 for no effect and ±100 for the full control effect
Target sequence (Q9HBX9 whole entry, looked up): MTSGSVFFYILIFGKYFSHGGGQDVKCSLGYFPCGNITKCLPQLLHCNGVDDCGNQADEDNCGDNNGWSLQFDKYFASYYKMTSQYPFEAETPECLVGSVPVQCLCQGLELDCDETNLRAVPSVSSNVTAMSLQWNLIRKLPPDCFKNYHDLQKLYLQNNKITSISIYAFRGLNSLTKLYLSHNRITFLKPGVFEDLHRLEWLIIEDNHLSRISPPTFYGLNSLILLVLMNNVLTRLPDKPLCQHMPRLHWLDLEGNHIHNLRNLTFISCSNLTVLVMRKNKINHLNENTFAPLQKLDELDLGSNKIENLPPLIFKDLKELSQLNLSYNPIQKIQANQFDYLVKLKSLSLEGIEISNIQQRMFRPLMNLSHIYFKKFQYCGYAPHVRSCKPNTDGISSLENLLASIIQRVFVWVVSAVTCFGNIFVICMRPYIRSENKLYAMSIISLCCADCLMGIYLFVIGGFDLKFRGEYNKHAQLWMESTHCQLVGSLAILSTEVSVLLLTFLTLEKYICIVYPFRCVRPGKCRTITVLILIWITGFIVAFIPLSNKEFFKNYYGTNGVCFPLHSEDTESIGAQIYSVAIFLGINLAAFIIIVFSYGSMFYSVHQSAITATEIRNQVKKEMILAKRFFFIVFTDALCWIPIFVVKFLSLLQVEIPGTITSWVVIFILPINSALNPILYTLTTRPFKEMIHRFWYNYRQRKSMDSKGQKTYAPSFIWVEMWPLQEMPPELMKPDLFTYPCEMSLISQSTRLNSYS
PGK inhibitor: qHTS Assay to Find Inhibitors of Phosphoglycerate Kinase | Phosphoglycerate kinase, glycosomal (Trypanosoma brucei brucei), P07378 | PGK/GAPDH coupled, Kinase-Glo luminescence, 60 min | Potency, µM (doses to about 57.5 µM), without a hit: top-dose activity change, negative = inhibition, hits mostly inhibitors | 380,000 compounds, 0.043% hits | AID 602233, 2012; also: potency is read from the fitted curve at half-maximal effect; % is scaled to controls: 0 for no effect and ±100 for the full control effect; nearly all actives have a fitted effect of over 60% in size
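Luminescent ATP detection (Kinase-Glo Plus) follows a 60-minute room-temperature incubation, with wells lacking PGK as controls. Buffer: 100 mM TEA (pH 7.6), 5 mM MgCl2, 0.01% Tween-20. Coupling enzyme GAPDH (100 nM final) supplies unstable 1,3-BPG in-well.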
Pol eta inh: qHTS for Inhibitors of Polymerase Eta; recombinant Pol eta, fluorescent DNA replication assay; AID 588591, 2011; 390,000 compounds, 1.2% hits; Potency, µM (top dose mostly 114 µM), without a hit: top-dose activity change, negative = inhibition, most hits filed as inhibitors; DNA polymerase eta (Homo sapiens), Q9Y253; also: potency is read from the fitted curve at half-maximal effect; % is scaled to controls: 0 for no effect and ±100 for the full control effect
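Pol eta at 10 nM preincubated with compounds 15 min at room temperature; reaction started with fluorescent substrate (50 nM final) and read kinetically at 0 and 10 min.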
Anesthetic bind: qHTS Assay for Identification of Novel General Anesthetics; AID 485281, 2010; 350,000 compounds, 0.074% hits; Ferritin light chain (Equus caballus), P02791; Potency, µM (highest dose often 77.5 µM), inactives show at the top dose activity change, negative = displacement, hits mostly inhibitors; apoferritin/1-aminoanthracene competitive binding, fluorescence; also: potency is read from the fitted curve at half-maximal effect; % is scaled to controls: 0 for no effect and ±100 for the full control effect; nearly all actives have a fitted effect of over 20% in size
Target sequence (P02791 2-175 limits assumed): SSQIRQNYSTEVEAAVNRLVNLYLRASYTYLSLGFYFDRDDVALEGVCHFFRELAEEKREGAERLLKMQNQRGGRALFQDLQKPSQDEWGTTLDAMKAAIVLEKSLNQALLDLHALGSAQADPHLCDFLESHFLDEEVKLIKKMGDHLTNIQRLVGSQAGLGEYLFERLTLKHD
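Horse-spleen apoferritin (10 uM) was mixed with 50% saturated 1-aminoanthracene in PBS, exposed to compounds for 10 min at room temperature, and read for fluorescence (ex 380 nm, em 535 nm). Competitive displacement was fitted with a four-parameter Hill equation.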
Pol kappa inh: qHTS for Inhibitors of Polymerase Kappa; 400,000 compounds, 0.53% hits; DNA polymerase kappa (Homo sapiens), Q9UBT6; purified Pol kappa, fluorescent DNA synthesis assay, 10 min; Potency, µM (top dose mostly 107 µM), for the others: at the highest dose activity, negative = inhibition, actives largely listed as inhibitors; also: potency is read from the fitted curve at half-maximal effect; % is scaled to controls: 0 for no effect and ±100 for the full control effect
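Here, compound and 10 nM enzyme are combined for 15 min at room temperature; adding 50 nM substrate (final) starts DNA synthesis, tracked by fluorescence at 0 and 10 min against buffer-only wells.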
Pol iota inh: qHTS for Inhibitors of Polymerase Iota; Pol iota fluorescent replication assay, 10 min; Potency, µM (series often up to 115 µM), without a hit: at the top dose activity, negative = inhibition, most hits filed as inhibitors; 390,000 compounds, 1% hits; AID 588590, 2011; also: potency is read from the fitted curve at half-maximal effect
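Pol iota at 10 nM preincubated 15 min with compounds at room temperature; reaction started with fluorescent substrate, 50 nM final. Fluorescence read kinetically at 0 and 10 min; buffer-only wells as negative control.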
Active calls of the source: *; i = inactive; ? = inconclusive; . = not tested or not shown; & = joins results of further samples; [ ] = dose if it differs, or a comment. Unless noted, calls follow the shape of the dose curve; as a rule, active = well fitted curve in the direction sought with a large enough effect; inconclusive = small, poorly fitted or top-dose-only effect, or another doubt; inactive = no such curve, though single readings can be large; an effect the other way counts as inactive or inconclusive. A portion of the library. The share of hits here may be higher or lower than overall.

SMILES	Pol beta inh	APEX1 inh	BLM helicase inh	RXFP1 antag	PGK inhibitor	Pol eta inh	Anesthetic bind	Pol kappa inh	Pol iota inh
COCCn1c(C)cc(O)c(C(c2ccc(F)cc2)N2CCC(C)CC2)c1=O (stereo not given)	3%	.	-2%	-4	1%	-11%	-6%	-8%[60.1 µM]	1%
Cc1cc(C(=O)NCC(c2ccco2)N(C)C)ccc1[N+](=O)[O-] (stereo not given)	10%	10%	1%	-7	-6%	-13%	-12%	-14%	77%[activator]
C#CC(C)(C)NS(=O)(=O)c1cc(-c2nnc(Nc3ccc(C)cc3)c3ccccc23)ccc1C	-12%	.	-4%	.	-4%	-21%	110%[activator]	-10%	9%
COc1cccc(NC(=S)NNC(=O)c2c([N+](=O)[O-])c(C)nn2C)c1	13%	-2%	-5%	15	1%	-6%	-5%	-20%	-19%[58.9 µM]
CCOC(=O)C1(Cc2cccc(F)c2)CCN(Cc2ccon2)CC1	0%	-5%	-6%	-12	-7%	-9%	-4%	-4%	23%
CCc1ccc(C(=O)CN2C(=O)NC3(CCCCCC3)C2=O)cc1	.	15%	.	-16	0%	-21%	.	-7%	9%
Cc1ccc(C(=O)Nc2ccc(N3CCN(C(=O)c4cccs4)CC3)cc2)c(Cl)c1	7%	38%	-3%	6	i	-21%	-19%	-6%	?
CCN(CC)C(=O)Cn1cnc2ccccc2c1=O	-3%	-2%	0%	-12	0%	-9%	11%	8%	7%
CCCNC(=O)CC1C(=O)N(Cc2ccccc2)C(C)c2nc3ccccc3n21 (stereo not given)	-26%	-1%	-3%	-1	0%	-7%	-7%	-1%	-1%
Cc1cc2occ(CC(=O)N(C)CC(=O)Nc3cccc(F)c3)c2cc1C	15%	-15%	-10%	-13	3%	-10%	-20%	-12%	-4%
CC(C)N1CCc2c(sc(NC(=O)c3ccc(S(=O)(=O)N4CCOCC4)cc3)c2C#N)C1	1%	-4%	-8%	.	-7%	-2%	-5%	-16%	41%[activator]
O=C(C1CCN(C2CC(=O)N(Cc3ccccc3)C2=O)CC1)N1CCCCCC1 (stereo not given)	5%	-2%	2%	-4	-8%	-1%	3%	-2%	13%
CC1=NN(C(N)=S)C(=O)C1N=Nc1cccc([N+](=O)[O-])c1 (stereo not given)	21%	-6%	-1%	0	-2%	-9%	10%	-16%	-8%
Cc1ccc(C)c(N2CCN(S(=O)(=O)c3c(C)noc3C)CC2)c1	29%	21%	-6%	5	-8%	1%	-12%	0%	27%
COc1ccc(NC(=O)CCCCCn2nnc3ccccc3c2=O)cc1	-4%	-2%	-2%	6	-5%	-10%	-7%	-7%	?

Pulled one by one from above, two records:
SMILES	Pol beta inh	APEX1 inh	BLM helicase inh	RXFP1 antag	PGK inhibitor	Pol eta inh	Anesthetic bind	Pol kappa inh	Pol iota inh
CCN(CC)C(=O)Cn1cnc2ccccc2c1=O	-3%	-2%	0%	-12	0%	-9%	11%	8%	7%
CCc1ccc(C(=O)CN2C(=O)NC3(CCCCCC3)C2=O)cc1	.	15%	.	-16	0%	-21%	.	-7%	9%

Continued.
SMILES	Pol beta inh	APEX1 inh	BLM helicase inh	RXFP1 antag	PGK inhibitor	Pol eta inh	Anesthetic bind	Pol kappa inh	Pol iota inh
COc1ccccc1NC(=O)CSc1n[nH]c(-c2cccnc2)n1	47%	45%[activator]	1%	5	2%	1%	5%	-9%	23%
O=C(Nc1nc(-c2ccccc2)ns1)c1cccs1	-28%	-16%	-6%	-2	-4%	3%	2%	-1%	-6%
Cc1ccc(NC(=O)Cn2cnc3sc(C)c(S(=O)(=O)N4CCN(c5ncccn5)CC4)c3c2=O)cc1F	1%	.	-1%	.	10%	-19%	-15%	-5%	16%
CC(=O)N(Cc1cc2c(C)cc(C)cc2[nH]c1=O)C1CCCCC1	21%	-1%	-4%	-8	-2%	-7%	-17%	-7%	11%
CCOC(=O)C1=C(C)N(CCCC(=O)O)C(=O)NC1c1ccccc1Cl (stereo not given)	.	.	.	.	11%	-14%	.	-16%	8%
CCCCOC(=O)c1c(C)oc2ccc(NS(=O)(=O)c3ccc(F)cc3C)cc12	-21%	.	-14%	-25	i	?	25%	-10%	18%
COc1ccc(NC(=O)CSc2nnc(Cn3cnc([N+](=O)[O-])n3)n2C)cc1	0%	1%	0%	2	-3%	7%	6%	-5%	21%
COCCNC(=S)NC1CC2CCC(C1)N2Cc1ccccc1 (stereo not given)	19%	9%	-1%	-9	-15%	-15%	-3%	-4%	91%[activator]
O=C(NC(=O)c1ccc(Cl)cc1)Nc1cc(N2CCCCC2)ncn1	.	.	.	11	0%	5%	.	4%	18%
Cc1ccc(CCNC(=O)CN(c2ccc(C)cc2)S(=O)(=O)N(C)C)cc1	5%	.	-2%	.	0%	-17%	-8%	5%	17%
Cc1ccc(O)c(NC(=O)c2ccco2)c1	3%	15%	-3%	0	-4%	7%	-1%	-5%	-1%
CC(=O)NC(c1ccco1)c1cc(Cl)c2ccccc2c1O (stereo not given)	.	-14%&-4%	.	.	-10%	-16%	.	10%	?
COC(=O)C(NC(=O)C(C)Oc1ccccc1)C(C)C (stereo not given)	-11%	3%	-1%	14	-8%	-3%	-4%	-10%	-6%[58.9 µM]
O=[N+]([O-])c1ccc(-c2nnc3cccc(Cl)n23)cc1	1%	9%	-3%	-2	-18%	21%	-6%	-5%	-13%
COC(=O)Oc1c(Br)c(=O)oc2ccccc12	.	.	.	10	2%	-11%	.	-16%	0%

Of the compounds above, these have two or more sulfur atoms:
SMILES	Pol beta inh	APEX1 inh	BLM helicase inh	RXFP1 antag	PGK inhibitor	Pol eta inh	Anesthetic bind	Pol kappa inh	Pol iota inh
CC(C)N1CCc2c(sc(NC(=O)c3ccc(S(=O)(=O)N4CCOCC4)cc3)c2C#N)C1	1%	-4%	-8%	.	-7%	-2%	-5%	-16%	41%[activator]
O=C(Nc1nc(-c2ccccc2)ns1)c1cccs1	-28%	-16%	-6%	-2	-4%	3%	2%	-1%	-6%
Cc1ccc(NC(=O)Cn2cnc3sc(C)c(S(=O)(=O)N4CCN(c5ncccn5)CC4)c3c2=O)cc1F	1%	.	-1%	.	10%	-19%	-15%	-5%	16%

(cont.)
SMILES	Pol beta inh	APEX1 inh	BLM helicase inh	RXFP1 antag	PGK inhibitor	Pol eta inh	Anesthetic bind	Pol kappa inh	Pol iota inh
COc1ccccc1CNC(=O)CN(C)CC(=O)Nc1cccc(F)c1	15%	?	-5%	0	-5%	4%	-10%	1%	12%
COc1cccc(N2C(=NC(=O)c3ccccc3)SC3CS(=O)(=O)CC32)c1 (stereo not given)	-14%	27%[12.4 µM]	-4%	1	-1%	-5%	-1%	0%	72%[activator]
CC(=O)c1ccc(N2CCN(c3nc4c(S(=O)(=O)c5ccccc5)nnn4c4ccc(Cl)cc34)CC2)cc1	-3%	.	-1%	-10	-5%	-14%	1%	-14%	25%
CCC(=O)Nc1sc2c(c1C(=O)Nc1cccc(C)c1)CCCC2	-16%	.	-5%	.	-3%	-14%	-3%	-11%[60.1 µM]	?
CC/C(=N/NC(=O)c1ccc(Br)cc1)c1ccc(OCCN2CCOCC2)cc1	1%	-1%	3%	-6	-10%	-22%	-13%	-2%	166%[activator]
Nc1cccc(NC(=O)c2cccs2)c1	1%	-2%	-3%	1	-4%	-17%	-13%	-17%	6%
C(=N\Nc1nc(-c2cccnc2)nc2ccccc12)/c1ccccc1	1%	-3%	0%	-5	-6%	0%	-18%	-1%	8%
CSc1ccc(CNCc2ccc3c(c2)OCO3)cc1	-18%	51%[activator]	-5%	0	-1%	-5%	2%	-15%	-4%
CCN1CCN(C(=O)c2cc3c(=O)n4ccccc4nc3s2)CC1	17%	6%	-12%	20	1%	7%	268%[activator]	11%	6%
Cn1c(SCC(=O)NCC2CCCO2)nc2c(c1=O)SCC2 (stereo not given)	11%	-7%	-4%	3	2%	-21%	-2%	-15%	31%[activator]
COC(=O)c1cc(C(=O)OCC(=O)Nc2cc(C)on2)cc([N+](=O)[O-])c1	-11%	-6%	-10%	-13	-1%	-11%	-9%	-19%	-6%
CCOc1ccc(NS(=O)(=O)c2ccc(Cl)c(C(=O)N(C)Cc3cccnc3)c2)cc1	.	8%	.	-6	-12%	-12%	.	11%	-7%
CN1CCN(C(=O)C2=C[C@H](C(C)(C)C)C[C@H](OCCCCO)O2)CC1	-15%	9%	-1%	.	-4%	-15%	1%	0%	17%

Five of these compounds, reformatted:
Sequence of screens: Pol beta inh | APEX1 inh | BLM helicase inh | RXFP1 antag | PGK inhibitor | Pol eta inh | Anesthetic bind | Pol kappa inh | Pol iota inh
> COc1cccc(N2C(=NC(=O)c3ccccc3)SC3CS(=O)(=O)CC32)c1 (stereo not given)
    -14% | 27%[12.4 µM] | -4% | 1 | -1% | -5% | -1% | 0% | 72%[activator]
> CC(=O)c1ccc(N2CCN(c3nc4c(S(=O)(=O)c5ccccc5)nnn4c4ccc(Cl)cc34)CC2)cc1
    -3% | . | -1% | -10 | -5% | -14% | 1% | -14% | 25%
> CCC(=O)Nc1sc2c(c1C(=O)Nc1cccc(C)c1)CCCC2
    -16% | . | -5% | . | -3% | -14% | -3% | -11%[60.1 µM] | ?
> CC/C(=N/NC(=O)c1ccc(Br)cc1)c1ccc(OCCN2CCOCC2)cc1
    1% | -1% | 3% | -6 | -10% | -22% | -13% | -2% | 166%[activator]
> Nc1cccc(NC(=O)c2cccs2)c1
    1% | -2% | -3% | 1 | -4% | -17% | -13% | -17% | 6%
